Screening data: PubChem BioAssay, several laboratories
FXIa inh = blocks human coagulation factor XIa protease activity; actives 0.14% (n = 220,000); purified FXIa, Boc-Glu-Ala-Arg-AMC fluorogenic substrate; inhibition, % at 5 µM; P03951;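 active = inhibition of at least 40%; inactive = inhibition below 40%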;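 note: fluorescence of freed AMC excited at 355 nm; 0% = enzyme without compound and 100% = no enzyme blank; many of its hits are not listed in these tables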
PERK inh = inhibitors of human PERK kinase; CHO PERK-DD fusion, SEAP luminescence translation reporter; inhibition, % at 5.6 µM; Q9NZJ5; actives 0.17% (n = 220,000); AID 1416;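 active = inhibition above the mean inhibition of all tested compounds plus 3 SD, set separately per screening campaign, cut at about 2.9% in these data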;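 note: PERK kinase domain activated by AP20187 dimerizer at 100 nM; 0% = DMSO with dimerizer and 100% = rapamycin at 8.4 µM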
Target sequence (Q9NZJ5 whole entry, looked up, the tested form may be a part): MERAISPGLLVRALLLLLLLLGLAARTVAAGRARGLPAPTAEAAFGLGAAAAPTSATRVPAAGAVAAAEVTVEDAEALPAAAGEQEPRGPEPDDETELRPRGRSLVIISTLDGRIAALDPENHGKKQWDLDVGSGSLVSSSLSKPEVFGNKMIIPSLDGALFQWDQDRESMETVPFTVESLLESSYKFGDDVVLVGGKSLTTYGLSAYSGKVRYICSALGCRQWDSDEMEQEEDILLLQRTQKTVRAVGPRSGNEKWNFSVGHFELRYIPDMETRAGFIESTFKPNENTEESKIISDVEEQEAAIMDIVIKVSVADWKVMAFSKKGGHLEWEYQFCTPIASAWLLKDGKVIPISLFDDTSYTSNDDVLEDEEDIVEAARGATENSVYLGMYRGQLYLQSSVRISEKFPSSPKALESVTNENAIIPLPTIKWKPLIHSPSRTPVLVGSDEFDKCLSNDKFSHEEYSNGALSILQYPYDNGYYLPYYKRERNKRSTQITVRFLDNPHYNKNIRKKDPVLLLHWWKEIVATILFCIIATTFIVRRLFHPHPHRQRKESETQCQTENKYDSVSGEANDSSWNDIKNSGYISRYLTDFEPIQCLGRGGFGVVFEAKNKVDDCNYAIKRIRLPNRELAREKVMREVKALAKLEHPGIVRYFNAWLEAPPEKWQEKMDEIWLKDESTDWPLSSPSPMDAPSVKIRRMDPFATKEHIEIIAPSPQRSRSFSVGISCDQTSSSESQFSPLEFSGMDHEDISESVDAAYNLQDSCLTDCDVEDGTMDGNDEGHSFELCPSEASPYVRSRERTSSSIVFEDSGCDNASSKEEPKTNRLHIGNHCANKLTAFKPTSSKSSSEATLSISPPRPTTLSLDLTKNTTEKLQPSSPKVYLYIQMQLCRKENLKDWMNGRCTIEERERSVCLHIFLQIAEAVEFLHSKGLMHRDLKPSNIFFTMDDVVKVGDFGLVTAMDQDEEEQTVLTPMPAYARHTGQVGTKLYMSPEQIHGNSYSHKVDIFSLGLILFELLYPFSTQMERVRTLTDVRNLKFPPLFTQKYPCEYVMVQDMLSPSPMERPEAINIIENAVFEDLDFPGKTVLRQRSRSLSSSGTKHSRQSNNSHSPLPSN
Furin inh = human furin inhibition; purified furin, fluorogenic substrate cleavage; inhibition, % at 30 µM; actives 0.061% (n = 220,000); AID 463115; in the data active = inhibition above about 25%; note: inactives centre near -15
FXIIa inh 1536 = inhibitors of human coagulation factor XIIa; purified FXIIa, Boc-QGR-AMC fluorogenic substrate, 2 h; inhibition, % at 5 µM; actives 0.3% (n = 220,000); AID 800; in the data active = inhibition above about 40%;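 note: 0% = enzyme with no compound and 100% = blank without enzyme; many of its hits are not listed in these tables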
Rad51 HR inh = Rad51 (human) homologous recombination inhibition. hRad51 DNA strand exchange, fluorescence dequenching. inhibition, % at 10 µM. actives 0.085% (n = 200,000). AID 1385;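 active = inhibition above 40% at the single screening dose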;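 note: 0% = DMSO control wells and 100% = blanks with heterologous ssDNA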
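material = hRad51 filaments on single-stranded DNA | timing = filaments 15 min 37 °C, then compound 30 min | signal = FRET fluorescence dequenching, excitation 485 nm, emission 520 nm | benchmarks = control wells and blank wells on each plate | evaluation = percent inhibition relative to plate controls and blanks | compound = 10 µM final, single point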
KLK5 inh = kallikrein 5 (human) inhibition | Q9Y337 | recombinant hK5, fluorogenic AMC substrate cleavage | inhibition, % at 5 µM | actives 0.59% (n = 210,000);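 active = inhibition of 40% or more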;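 note: 0% = enzyme controls without compound and 100% = no-enzyme blanks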
Thrombin inh = thrombin (human) inhibition. alpha-thrombin, Boc-VPR-AMC fluorogenic substrate cleavage. actives 0.26% (n = 220,000). P00734. inhibition, % at 5 µM;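 active = inhibition at or above 40%; inactive = inhibition below 40%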;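 note: 0% = enzyme with no compound and 100% = wells without enzyme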
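System: Human alpha-thrombin protein | Medium: pH 7.5 Tris (50 mM) with NaCl 150 mM, Tween 20 0.05% | Times: Enzyme reaction carried out at room temperature | Detection: AMC fluorescence, 355/460 nm | Evaluation: Percent inhibition scaled between no-compound controls and no-enzyme blanks | Benchmarks: Enzyme without compound as high, wells lacking enzyme as low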
m-calpain inh = inhibitors of pig calpain II; purified calpain II, fluorogenic peptide substrate, 30 min; inhibition, % at 16 µM; actives 0.37% (n = 220,000); AID 1236;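 active = inhibition above about 50%, limit read from the data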
Cl transport mod = KCC2 (human) Cl- transport modulation. Q9H2X9. KCC2 cells, thallium flux FluoZin-2 fluorescence. B-score of Tl+ flux slope (higher = more flux/activation; lower = inhibition) at 10 µM. actives 2.2% (n = 190,000);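 active = thallium flux slope and its plate-corrected score both differing from the plate sample mean at a set confidence after two filtering rounds, in either direction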;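 note: slope of fluorescence scaled to starting intensity during 10 to 20 s after thallium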
Numbers without * were called inactive; i = inactive; . = no result given; [ ] = another dose, or the depositor's remark. Not all compounds are listed (hit frequency here may not be typical).

SMILES	FXIa inh	PERK inh	Furin inh	FXIIa inh 1536	Rad51 HR inh	KLK5 inh	Thrombin inh	m-calpain inh	Cl transport mod
O=C(Cn1nc(C(F)(F)F)c2c1CCCC2)NC1CCCC1	7	-0.1	-23	18	-2	5	-2	2	-0.68
Cc1ccc(C(=O)N2CCN(c3ccc(NC(=O)c4cccnc4)cc3)CC2)cc1	10	-1.2	-8	5	6	-15	-5	-22	-0.072
COc1ccc(OC)c(C(=O)COC(=O)CNC(=O)c2ccccc2)c1	-3	-0.2	-4	-8	4	13	-3	27	0.38
N/C(=N\NC(=O)c1cccc(F)c1)c1cc2ccccc2oc1=O	5	1.0	-13	8	-9	-3	-1	21	0.66
Nc1ccccc1C#Cc1ccccc1	2	-0.3	-20[20 µM]	7	-13	-15	0	4	-1
O=C(NCCCCc1ccccc1)C1CC(c2ccc([N+](=O)[O-])cc2)=NO1 (stereo unspecified)	-7	0.1	-6[20 µM]	-5	-1	.	-5	6	-2.5
Cc1ccc(NC(=O)C2CCCN(S(=O)(=O)c3c(C)noc3C)C2)c(C)c1 (stereo unspecified)	-3	1.1	-25	7	1	-7	-5	-32	.
Cc1n[nH]c(=O)nc1NCc1ccco1	-7	0.3	-23[20 µM]	-10	1	1	-8	-3	-0.86
Oc1ccc(-c2csc(Nc3ncccn3)n2)cc1O	2	-1.0	-15	10	13	14	-2	14	-0.11
CC(=O)c1ccc(N2CCN(C(=O)Nc3ccc(F)cc3F)CC2)cc1	2	0.9	5	9	-7	4	-6	13	0.024
O=c1ccc2[n+]([O-])c3ccc(O)cc3oc-2c1	4	1.6	-9	8	14	0	1	25	.
O=C1OCC2=C1C(c1ccc3c(c1)OCO3)Sc1ccccc1N2 (stereo unspecified)	-1	2.1	-4[20 µM]	0	-4	-8	2	-11	-1.5
CCc1nc(SCC(=O)NCCc2ccccc2)c2oc3ccccc3c2n1	-4	-0.8	-13[20 µM]	2	-1	-4	-3	-29	0.035
OCCSc1nncn1/N=C/c1c[nH]c2ccccc12	5	1.1	0	17	-6	-5	0	0	.
Cc1ccc(C2(C)NC(=O)N(CC(=O)Nc3cc(S(=O)(=O)N4CCOCC4)ccc3C)C2=O)cc1 (stereo unspecified)	9	-2.1	-9	7	.	-11	-2	15	0.95
Cc1cc(-c2ccccc2)nc(SC(C(=O)O)c2ccccc2)n1 (stereo unspecified)	-3	0.0	-19	0	10	-4	-9	-12	-0.47
Cc1ccc(-c2nn(-c3ccccn3)c(=O)c3ccccc23)cc1	-1	0.8	-24	8	12	2	-20	-12	-1.1
O=c1c(Cl)c(NCCCO)cnn1-c1nc2ccccc2[nH]1	3	0.6	-4[20 µM]	14	-4	-3	-5	-97	-0.52
CCOc1cccc2cc(C(=O)Nc3nccs3)c(=O)oc12	-1	1.0	-8	-1	0	-17	4	-12	.
CC(=O)Cn1c(CN2CCCC2)nc2ccccc2c1=O	2	0.1	-34	12	13	1	3	-26	-0.22

Rewritten with the structure last: part of the list above
FXIa inh,PERK inh,Furin inh,FXIIa inh 1536,Rad51 HR inh,KLK5 inh,Thrombin inh,m-calpain inh,Cl transport mod,Molecule
2,0.9,5,9,-7,4,-6,13,0.024,CC(=O)c1ccc(N2CCN(C(=O)Nc3ccc(F)cc3F)CC2)cc1
4,1.6,-9,8,14,0,1,25,.,O=c1ccc2[n+]([O-])c3ccc(O)cc3oc-2c1
-1,2.1,-4[20 µM],0,-4,-8,2,-11,-1.5,O=C1OCC2=C1C(c1ccc3c(c1)OCO3)Sc1ccccc1N2 (stereo unspecified)
-4,-0.8,-13[20 µM],2,-1,-4,-3,-29,0.035,CCc1nc(SCC(=O)NCCc2ccccc2)c2oc3ccccc3c2n1

The results go on.
SMILES	FXIa inh	PERK inh	Furin inh	FXIIa inh 1536	Rad51 HR inh	KLK5 inh	Thrombin inh	m-calpain inh	Cl transport mod
Cc1c(NC(=O)/C=C/c2cn(-c3ccccc3)nc2-c2ccccc2)c(=O)n(-c2ccccc2)n1C	6	0.3	-29[20 µM]	19	7	0	5	-14	.
Cc1c(CC(=O)O)c(=O)oc2cc3oc4c(c3cc12)CCCC4	-2	0.4	-5	5	-5	1	2	-88	-1.5
Cc1cc(CN(C)C(=O)CC2C(=O)NCCN2Cc2c(F)cccc2Cl)n[nH]1 (stereo unspecified)	-3	1.9	-25	6	.	.	-10	-15	0.014
CO/N=C/C(C#N)c1ncc(C(F)(F)F)cc1Cl (stereo unspecified)	5	0.6	-10[20 µM]	21	-1	8	3	-11	-2.2
N#CC(C#N)=C1C=CC=CN1/C(=C\c1ccco1)C(=O)c1ccc(Cl)cc1	6	0.4	-11	10	-2	-8	2	-37	0.011
COc1ccccc1OCc1csc(NC(=O)c2ccco2)n1	9	0.2	-3	24	-5	3	14	11	-0.61
CCOC(=O)/C=C1\SCC(=O)N1CC(=O)NC(C)c1ccc(F)cc1 (stereo unspecified)	17	0.1	-18	11	-21	11	15	-2	-0.051
Cc1ccc(N(CC(=O)NC(C)(C)C)C(=O)CS(=O)CC(=O)Nc2ccc3c(c2)OCO3)cc1 (stereo unspecified)	-2	0.7	-29	4	0	-4	-5	0	-2.5
CCOC(=O)C(NC(C)=O)(OCc1ccccc1)C(F)(F)F (stereo unspecified)	-4	-0.4	-11	3	.	-10	-6	7	1.3
CCOC(=O)N1CCC(NC(=O)c2ccc3c(c2)N(Cc2ccc(C)cc2)CCS3)CC1	7	0.0	-24	8	-8	-93	-4	-124	-0.26
CC(OC(=O)c1cn(-c2ccccc2)nc1-c1cccnc1)C(N)=O (stereo unspecified)	-1	1.2	-28	12	.	10	-2	4	0.9
COc1ccc(OC)c(NC(=O)C2C3CCC(C3=C(C)C)C2C(=O)O)c1 (stereo unspecified)	15	-0.1	-8	34	-2	-15	0	0	.
CCOC(=O)N1CCN(C(=O)Nc2ccccc2)CC1	-5	0.4	-27	6	12	-16	-2	-13	0.87
O=C(CCc1ccccc1)N/N=C/c1cccc(O)c1	-3	0.3	-10	5	1	11	4	15	.
COc1nc(NCc2ccco2)nc(N2CCC(C)CC2)n1	-1	0.4	-24	2	13	5	0	24	-2.6
COc1cccc(/C=N/NC(=O)C(=O)Nc2ccccc2OC(F)(F)C(F)F)c1	-4	-0.5	-13	-2	-9	0	-6	41	-0.34
CCOc1ccc2nc(C(C)O)[nH]c2c1 (stereo unspecified)	-2	1.4	-22[20 µM]	6	-1	-18	-10	-7	-0.46
O=C(NNc1nc2ccccc2s1)Nc1ccc(Cl)c(Cl)c1	4	0.8	-15	9	0	0	4	28	0.51
CCOc1ccccc1NC(=O)[C@@H](NC(=O)c1cccc(S(=O)(=O)N2CCOCC2)c1)C(C)C	12	-0.4	-21	12	18	6	4	10	-0.027
CCC(C)(C)NC(=O)CN(Cc1cccs1)C(=O)CNS(=O)(=O)c1ccc(F)cc1	-7	-0.2	-16	7	7	4	-3	0	0.64
CCN(CC)C(=O)CSc1nnc2nnc3cc(Cl)ccc3n12	-8	0.9	9	12	-25	-2	-1	9	-0.7
CCc1ccc(NC(=O)N2CCC(c3ccccc3)C2)cc1 (stereo unspecified)	4	1.1	-31	12	.	.	2	1	0.23
O=C1CC(c2ccc(Br)cc2)NC(c2ccc(Br)cc2)C1c1ccccc1 (stereo unspecified)	8	1.0	-30	12	.	2	4	-24	-0.063
Cc1c(/C=N/NC(=O)c2cccnc2)c2ccccn2c1C(=O)c1ccc(F)cc1	2	-1.4	22	4	-7	8	17	-2	-0.0063
Cc1ccccc1CN(C)CC(=O)Nc1ccccc1Oc1ccccc1	1	-0.2	-23	5	8	-10	-5	14	-0.47
CCOc1ccc(-n2c(Cc3ccccc3)nnc2SCc2c(C)noc2C)cc1	-5	-0.5	-6	10	2	17	0	8	-0.46
CC(C)CNC(=O)c1cc2nc3c(c(C(F)(F)F)n2n1)CCc1ccccc1-3	4	0.7	-8[20 µM]	2	-2	-34	-6	i	.
C=CCn1c(SCC(=O)Nc2ccccc2CC)nnc1-c1ccncc1	-6	-0.7	-23	-2	0	-4	-4	-12	-0.059
C=CCNC(=O)CC(=O)N/N=C/c1cccc(C)c1	13	1.6	-20	13	.	-16	-1	9	-0.012
CC1(C)CC(=O)C2=C(C1)N(Cc1cccnc1)C(=O)C2(NC(=O)c1ccc(F)cc1)C(F)(F)F (stereo unspecified)	-7	-0.7	-11[20 µM]	0	-5	-8	-7	-22	0.27
O=C(N/N=C/c1ccco1)C1CC1c1ccccc1 (stereo unspecified)	-10	0.0	-7	4	-5	-7	-8	-6	0.0032
COC(=O)c1sccc1Oc1ccc(Cl)cc1N1C(=O)CCC1=O	-1	1.6	-25	4	.	1	-8	-13	-0.3
O=C(/C=C/c1ccc(O)cc1)OCc1occc(=O)c1O[C@@H]1OC(CO)[C@@H](O)[C@H](O)[C@@H]1O (stereo partly specified)	8	0.0	-14	15	-4	-1	-3	16	0.41
CCOC(=O)Cc1cnc(NC(=O)CSc2nc(C)c(CC)c(=O)[nH]2)s1	0	0.8	-36	14	.	.	0	-15	-0.18
COc1ccccc1C1CCN(C(=S)Nc2ccc(Br)cc2)CC1	-1	-0.4	-15	3	7	-5	-5	-3	-0.13
Cc1ccc(CNC(=O)CCCCCNc2nc(=S)[nH]c3ccccc23)cc1	-2	0.2	-26	2	.	-4	-6	61*	0.39
Cc1ncsc1CCOC(=O)c1ccccc1	-3	0.8	-12	4	7	0	-16	6	0.022
Cc1ccccc1C(=O)OC(C)CN1CCOCC1 (stereo unspecified)	-5	0.5	-25	11	4	-3	-2	-9	-0.28
COc1ccc(C(=O)Nc2ccc(OC)c(OC)c2)cc1	1	0.4	-23[20 µM]	-7	3	-3	1	2	.
CC(C)OCCCNc1nc2c(-c3ccccc3)nnn2c2ccccc12	-1	0.8	-14	2	.	-12	-5	-317	2.2

Copied from the list.
FXIa inh with CC(C)CNC(=O)c1cc2nc3c(c(C(F)(F)F)n2n1)CCc1ccccc1-3 → 4
KLK5 inh with N#CC(C#N)=C1C=CC=CN1/C(=C\c1ccco1)C(=O)c1ccc(Cl)cc1 → -8
FXIa inh with Nc1ccccc1C#Cc1ccccc1 → 2

The list continues.
SMILES	FXIa inh	PERK inh	Furin inh	FXIIa inh 1536	Rad51 HR inh	KLK5 inh	Thrombin inh	m-calpain inh	Cl transport mod
C/C(=N\NC(=S)NC1CCCCC1)c1cccs1	3	1.4	-4	10	-6	-7	2	11	57*
C=CCn1c(SCC(=O)Nc2ncc(Cc3cc(C(F)(F)F)ccc3Cl)s2)nnc1-c1ccncc1	-8	0.3	-6	-5	5	-9	-4	26	.
Cc1c(NC(=O)C(c2ccccc2)c2ccccc2)cccc1C(=O)O	0	0.9	-20	6	-2	1	-5	-14	0.0059
CCOC(=O)c1c(-c2ccccc2)c(C(C)=O)c(=O)n(C)c1C	-3	.	-23	7	1	0	2	8	0.28
CCn1c(SCC(=O)Nc2cc(C)nn2-c2ccccc2)nnc1-c1cccs1	-2	-2.0	-8	0	-46	2	-2	-6	0.37
Cc1ccc2c(c1)sc(C)[n+]2CCCS(=O)(=O)[O-]	-1	0.2	-24	9	8	1	12	-8	0.31
CCc1cc(C(=O)Nc2cc(S(=O)(=O)N(C)C)ccc2C)sc1C	-3	0.2	-12	3	-4	2	-3	1	-0.15
CN(C)S(=O)(=O)c1ccc(NC(=O)COC(=O)CC2CC3CCC2C3)cc1 (stereo unspecified)	2	0.5	-23	7	3	3	-4	10	0.029
O=C(Nn1c(=O)[nH]c2ccsc2c1=O)c1ccccc1	-5	0.4	-15[20 µM]	-7	2	-25	6	-50	0.6
